Peg3 prom inh: Peg3 promoter-driven luciferase inhibitors, primary screen, cell-based, HeLa, luciferase luminescence; HeLa PEG-Prom luciferase reporter, overnight; inhibition, % at 20 µM; actives 1.7% (n = 360,000); AID 588405, 2011;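 active = inhibition of at least 50% at 20 µM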
CF NFkB block: inhibitors of PAF-induced NF-kB signaling, primary screen, cell-based, GFP fluorescence, uHTS; KKLEB NF-kB-GFP reporter, GFP fluorescence overnight; inhibition, % at 5 µM; actives 0.86% (n = 360,000);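 active = at least 50% inhibition at 5 µM, scaled per plate between neutral and stimulator controls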;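 note: PAF is a Pseudomonas aeruginosa culture filtrate used as stimulus; plate controls were PAF-stimulated DMSO wells for no effect and unstimulated DMSO wells for full effect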
Shn3 3UTR inh: reduction of Shn3 3'UTR firefly luciferase signal, primary screen, Schnurri-3 inhibitor project, cell-based, Clone20 osteoblasts, set 2; AID 588674, 2011; Clone20 osteoblast Shn3 3'UTR firefly luciferase, 24 h; actives 0.52% (n = 360,000); inhibition, % at 12.5 µM;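 active = mean inhibition of at least 75% with every replicate also reaching 75%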;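 note: 0% = median of neutral control wells and 100% = pilot-screen positive control compound; some compounds past the cut are filed as inactive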
TRPM1 prom inh: inhibitors of MITF-dependent TRPM1 promoter reporter, primary screen, cell-based, SK-MEL-5, single point, luciferase. SK-MEL-5 TRPM1 promoter luciferase, 24 h. inhibition, % at 12.5 µM. actives 0.83% (n = 330,000). AID 488899, 2010;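 active = mean inhibition across replicates of 60% or more, whatever share of single replicates reaches that level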; note: values of inactives mirror those of a sister screen read the other way
KKLEB tox: cytotoxicity in KKLEB CF airway cells, primary screen, cytotoxicity control for CF NF-kB inhibitor project, cell-based, uHTS, fluorescence assay plates. KKLEB CF airway cells viability, ATPlite luminescence, overnight; hits give low values; cells stimulated with P. aeruginosa culture filtrate. activity change (cytotoxicity), % at 5 µM. actives 0.36% (n = 360,000). AID 602141, 2011;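 active = corrected activity change at or below -50% at 5 µM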
NR2E3 ag-1: inhibitors of NR2E3-RetCOR corepressor binding, primary screen, NR2E3 agonist project, biochemical, TR-FRET, GST-NR2E3, biotin-RetCOR | AID 2300, 2010 | 1536-well | actives 0.12% (n = 320,000) | inhibition of corepressor binding, % at 4.78 µM | Photoreceptor-specific nuclear receptor (Homo sapiens), Q9Y5X4;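 active = percent inhibition above the cutoff of mean plus 3 SD of all tested compounds, set per screening campaign, cut at about 20% in these data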;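 note: 0% = DMSO wells and 100% = biotin wells as full block of FRET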
Target sequence (Q9Y5X4 whole entry, looked up): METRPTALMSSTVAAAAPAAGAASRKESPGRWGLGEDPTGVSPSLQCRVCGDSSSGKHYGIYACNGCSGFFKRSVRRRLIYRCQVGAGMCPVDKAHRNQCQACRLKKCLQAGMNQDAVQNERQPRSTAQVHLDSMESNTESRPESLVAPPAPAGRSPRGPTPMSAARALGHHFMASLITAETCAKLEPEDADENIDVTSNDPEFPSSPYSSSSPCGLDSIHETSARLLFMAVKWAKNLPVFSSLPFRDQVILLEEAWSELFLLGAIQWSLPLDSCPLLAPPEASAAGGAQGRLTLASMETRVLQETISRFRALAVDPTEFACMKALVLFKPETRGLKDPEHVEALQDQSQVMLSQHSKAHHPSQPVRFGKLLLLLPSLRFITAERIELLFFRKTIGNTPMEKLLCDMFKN
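System: GST-tagged NR2E3 plus biotinylated RetCOR corepressor; Amount: 1.35 nM GST-tagged NR2E3 final; Dosing: single nominal compound dose of 4.8 µM; Schedule: 5 h incubation at 4 °C; Technique: TR-FRET with europium anti-GST and streptavidin-D2, 340 nm excitation; Controls: biotin wells as high control, 0.6% DMSO wells as low control.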
C8 TRAIL sens: viability loss with TRAIL in NB7+C8 cells, primary screen, TRAIL sensitizer project, cell-based, ATPlite luminescence. AID 624354, 2012. actives 1% (n = 360,000). inhibition (viability loss, TRAIL sensitization), % at 10 µM;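 active = compounds causing at least 50% loss of cell viability in the single-dose screen, relative to plate controls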
HIF-2a inh: HIF-2a reporter inhibitors, primary screen, luminescence, 786-0 RCC cells; actives 0.72% (n = 360,000); inhibition, % at 18.8 µM; 786-0 RCC cells HIF-2a reporter, luciferase luminescence, overnight; AID 624352, 2012;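 active = inhibition of the luminescence signal of 40% or more relative to plate controls, in a single-dose primary screen at 18.75 µM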
LMP1 NFkB inh: EBV LMP1-driven NF-kappaB luciferase reporter inhibitors, primary screen, cell-based, luminescence, single point | LMP1-induced NF-kappaB luciferase reporter cells | inhibition, % at 12.5 µM | actives 0.69% (n = 350,000); in the data active = inhibition above about 41%;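 note: 0% = neutral control wells and 100% = reference inhibitor control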
iPSC survival up: enhancers of single-cell hiPSC survival, primary screen, ATPlite luminescence; AID 602274, 2012; survival enhancement, % at 20 µM; actives 0.044% (n = 360,000); 100% = ROCK inhibitor wells, 0% = DMSO; in the data active = survival enhancement above about 18%;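 note: cells exposed to compounds for 16 hours before the ATP read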
NR2E3 ag-2: NR2E3 agonists in two-hybrid cells, primary screen, cell-based, luminescence, CHO-S, Gal4-NCOR/VP16-NR2E3; Photoreceptor-specific nuclear receptor (Homo sapiens), Q9Y5X4; luciferase; inhibition of corepressor binding, % at 3.98 µM; actives 0.35% (n = 360,000); AID 602229, 2012;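 active = inhibition above the mean of all tested compounds plus 3 SD, cut at about 70% in these data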;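 note: 0% = DMSO with NR2E3 transfected cells and 100% = cells lacking NR2E3 construct; higher means lower luciferase signal from less NR2E3 corepressor binding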
An asterisk follows results filed as active; / = not tested or not shown. Some of the compounds tested; the hit share may differ from the screen's.

cpd | structure | Peg3 prom inh | CF NFkB block | Shn3 3UTR inh | TRPM1 prom inh | KKLEB tox | NR2E3 ag-1
1 | On1c(-c2ccc(Cl)cc2)nc2ccccc21 | -137 | -3 | -44 | -35 | -3 | 3
2 | Cc1nn(-c2nc(-c3ccco3)cc(C(F)(F)F)n2)c(C)c1Br | 2 | -27 | 3 | 15 | 2 | -4
3 | COc1ccccc1OCCn1cc(C(=O)C(C)C)c2ccccc21 | 22 | 12 | 12 | 6 | -12 | 1
4 | Nc1ccn([C@@H]2O[C@H](CNCc3cccc(OC4CCCC4)c3)[C@@H](O)[C@H]2O)c(=O)n1 | 9 | -21 | -19 | / | 9 | /
5 | CCC(C)(C)NC(=O)C1CCN(c2nc(C)cc(C)n2)CC1 | -2 | 10 | 6 | 7 | -6 | 0
6 | COC(=O)c1ccc(/C=C/C(=O)c2cccc(OC)c2)cc1 | -20 | 9 | 1 | -33 | 1 | 1
7 | Cc1cc(C)cc(NC(=O)CCCN2C(=O)C(c3ccccc3)Oc3cccnc32)c1 (centres undefined) | 26 | 15 | -9 | -4 | -10 | 0
8 | CN(C(=O)c1ccc2c(c1)SC1=NS(=O)(=O)CCN12)C(c1ccccc1)c1ccccc1 | 39 | 25 | 23 | -1 | -19 | 0

cpd | C8 TRAIL sens | HIF-2a inh | LMP1 NFkB inh | iPSC survival up | NR2E3 ag-2
1 | -1 | -169 | -20 | -1.4 | -46
2 | -4 | -2 | -3 | 1.4 | -11
3 | 3 | 19 | 11 | 0.9 | -6
4 | 4 | 8 | -9 | -2.7 | -18
5 | 7 | 13 | 0 | -0.6 | 25
6 | 12 | -104 | 3 | -2.8 | -51
7 | 12 | 6 | 0 | 0.1 | 3
8 | -26 | 10 | 0 | -2.0 | -8

(continued)
cpd | structure | Peg3 prom inh | CF NFkB block | Shn3 3UTR inh | TRPM1 prom inh | KKLEB tox | NR2E3 ag-1
9 | COc1ccc(CNC(=O)C2CCCN(S(=O)(=O)c3ccc4c(c3)C(C)(C)C(=O)N4C)C2)cc1 (centres undefined) | 5 | -9 | 1 | 8 | 1 | 2
10 | CC1=Nc2cc(C(=O)NCC3CCCO3)ccc2Sc2ccc(C)cc21 (centres undefined) | 3 | 36 | 19 | 6 | -7 | 1
11 | Cc1cccc(C(=O)NCc2nnc(SCC(=O)NC3=NCCS3)n2C)c1 | 8 | 4 | -20 | 1 | 4 | 1
12 | FC(F)(F)COc1nc(OCC(F)(F)F)nc(N2CCN(c3ccccc3)CC2)n1 | 0 | -13 | 11 | -26 | 9 | 1
13 | COc1cccc(C2/C(=C(/O)c3ccc4c(c3)CC(C)O4)C(=O)C(=O)N2c2nnc(C)s2)c1 (centres undefined) | -3 | -5 | -14 | -1 | 5 | 1
14 | Cc1cc(NC(=O)c2ccc3c(c2)C(=O)N(C(C)(C)C)C3=O)no1 | -54 | 2 | -10 | -62 | 12 | 2
15 | CN(Cc1ccccc1)C(=O)c1[nH]cnc1C(=O)N[C@@H](CCCCNC(=O)OC(C)(C)C)C(=O)OC(C)(C)C | 19 | 0 | 3 | -5 | 3 | 4
16 | CCCCC(=O)Nc1cccc(C(=O)N/N=C/c2ccc(OC)cc2OC)c1 | 9 | -5 | 4 | 2 | 1 | -1

cpd | C8 TRAIL sens | HIF-2a inh | LMP1 NFkB inh | iPSC survival up | NR2E3 ag-2
9 | 2 | 24 | -1 | -0.7 | -8
10 | 6 | 11 | -7 | -0.4 | 25
11 | -5 | 6 | -3 | -0.7 | -4
12 | 4 | 10 | 4 | 0.3 | -9
13 | 12 | -10 | -10 | -0.4 | -26
14 | 4 | 3 | -10 | 0.8 | -9
15 | -2 | 4 | -3 | 4.4 | -11
16 | -8 | 8 | -1 | 1.8 | -19

Later entries
cpd | structure | Peg3 prom inh | CF NFkB block | Shn3 3UTR inh | TRPM1 prom inh | KKLEB tox | NR2E3 ag-1
17 | Cc1cccc(OCc2nc(C#N)c(NCCN(C)C)o2)c1 | -37 | 17 | -14 | -7 | 3 | 0
18 | Cc1ccc(SCC(=O)Nc2cc(C)on2)cc1 | -24 | -20 | 0 | -8 | -3 | -3
19 | Nc1cc(-c2nn[nH]n2)ccc1F | -4 | -18 | 0 | 3 | 1 | 3
20 | O=C1CCc2cc(S(=O)(=O)NCCC(=O)N3CCN(c4cccc(Cl)c4)CC3)ccc2N1 | 19 | -4 | -10 | -4 | -4 | 5
21 | C=Cc1ccc(Cn2nc(-c3ccccc3)ccc2=O)cc1 | -46 | -5 | -3 | -17 | 3 | -1
22 | Cc1nc2ccc(NC(=O)[C@@H](NC(=O)c3c(F)cccc3F)C(C)C)cc2s1 | -31 | 8 | 3 | 12 | 16 | 1
23 | CC(=O)Nc1ccc(S(=O)(=O)N2CCN(CC(=O)N3CCOCC3)CC2)cc1 | 17 | 0 | -11 | 7 | 8 | -1
24 | CN(C)S(=O)(=O)c1cccc(NC(=S)N2CCCCC2CO)c1 (centres undefined) | 5 | -11 | 29 | -4 | -1 | 4

cpd | C8 TRAIL sens | HIF-2a inh | LMP1 NFkB inh | iPSC survival up | NR2E3 ag-2
17 | 4 | 9 | -3 | -0.5 | 7
18 | -14 | -21 | 6 | -0.6 | -32
19 | -1 | 4 | 1 | -2.2 | 9
20 | 1 | 19 | -5 | 1.1 | 3
21 | 4 | -37 | -100 | -0.4 | 33
22 | -14 | 4 | 2 | -0.5 | -10
23 | -4 | 17 | 13 | 1.4 | -16
24 | 11 | 11 | -3 | -1.0 | -6

(list continues)
cpd | structure | Peg3 prom inh | CF NFkB block | Shn3 3UTR inh | TRPM1 prom inh | KKLEB tox | NR2E3 ag-1
25 | COc1cc(-c2nc3cnccn3c2Nc2ccc(C)cc2)ccc1O | -14 | -80 | 8 | 0 | 10 | 0
26 | CCC(=O)N1CCN(c2nnc(-c3ccccc3)c3ccccc23)CC1 | 17 | 13 | 0 | 15 | -14 | -1
27 | O=C(O)c1cc(O)ccc1O | 17 | 11 | 0 | -6 | -8 | /
28 | O=C(CN1CCC(NC(=O)c2ccc(Br)cc2)CC1)NCc1cccs1 | 5 | -2 | -11 | 9 | -2 | -1
29 | CCOC(=O)C1CCN(S(=O)(=O)c2cn(C)cn2)CC1 | 9 | 18 | -14 | 9 | -13 | -1
30 | O=C(O)c1ccccc1SC1CC(=O)N(c2ccc3c(c2)OCO3)C1=O (centres undefined) | 14 | 19 | 0 | 1 | 5 | 1
31 | Cc1ccc(S(=O)(=O)N2C=CC(C(F)(F)F)=NCC2)cc1 | 10 | 14 | -16 | -2 | 9 | -3
32 | O=C(/C=C/c1ccccc1)c1ccc2c(c1)OCO2 | -183 | 11 | -37 | -80 | -17 | 1

cpd | C8 TRAIL sens | HIF-2a inh | LMP1 NFkB inh | iPSC survival up | NR2E3 ag-2
25 | -20 | -33 | -8 | 6.2 | -18
26 | 8 | 17 | 10 | 0.1 | -19
27 | -2 | 2 | 0 | -0.2 | -34
28 | 5 | 14 | 18 | 0.3 | -3
29 | 8 | 2 | 2 | -0.4 | 2
30 | -18 | 3 | -1 | 1.9 | 9
31 | -17 | 17 | 9 | -1.8 | 6
32 | 10 | -304 | -16 | -0.5 | -65

Next records
cpd | structure | Peg3 prom inh | CF NFkB block | Shn3 3UTR inh | TRPM1 prom inh | KKLEB tox | NR2E3 ag-1
33 | Cc1cc(NC(=O)CSCC(=O)OCC(=O)Nc2ccc(OC(F)F)cc2)no1 | -6 | -5 | -23 | -4 | -10 | 4
34 | CSc1ncccc1C(=O)N1CCCC(C(=O)c2ccc3ccccc3c2)C1 (centres undefined) | 31 | 2 | 24 | 1 | 10 | 2
35 | Nc1ccn([C@@H]2O[C@H](CN=C3NS(=O)(=O)c4ccccc43)[C@@H](O)[C@H]2O)c(=O)n1 | 10 | -4 | -19 | / | 5 | /
36 | CCC(C)c1ccccc1NC(=O)C(C)Sc1n[nH]c(N)n1 (centres undefined) | -6 | -20 | -28 | -4 | 0 | 5
37 | CCOc1cc(S(=O)(=O)NC2CCCCC2)ccc1F | 20 | 8 | 28 | -2 | -6 | 1
38 | O=C(NCCCN1CCOCC1)c1ccc(NC(=O)C2COc3ccccc3O2)cc1 (centres undefined) | 18 | -6 | 25 | 12 | 4 | 1
39 | CCn1c(SCC(=O)NC2CCS(=O)(=O)C2)nnc1-c1ccccc1 (centres undefined) | 1 | 10 | -4 | 3 | -21 | 3

cpd | C8 TRAIL sens | HIF-2a inh | LMP1 NFkB inh | iPSC survival up | NR2E3 ag-2
33 | -8 | 1 | 3 | 6.3 | -16
34 | -3 | 11 | -7 | -0.1 | 7
35 | -16 | 3 | 1 | 0.2 | -9
36 | 1 | -1 | 5 | -0.3 | -40
37 | 7 | 7 | 10 | -0.1 | 23
38 | -2 | 8 | 6 | 0.2 | -6
39 | -1 | 10 | -4 | -1.0 | -9

Structural class: those above containing an aryl thioether with sulfur outside any ring
cpd | structure | Peg3 prom inh | CF NFkB block | Shn3 3UTR inh | TRPM1 prom inh | KKLEB tox | NR2E3 ag-1
11 | Cc1cccc(C(=O)NCc2nnc(SCC(=O)NC3=NCCS3)n2C)c1 | 8 | 4 | -20 | 1 | 4 | 1
18 | Cc1ccc(SCC(=O)Nc2cc(C)on2)cc1 | -24 | -20 | 0 | -8 | -3 | -3
30 | O=C(O)c1ccccc1SC1CC(=O)N(c2ccc3c(c2)OCO3)C1=O (centres undefined) | 14 | 19 | 0 | 1 | 5 | 1
34 | CSc1ncccc1C(=O)N1CCCC(C(=O)c2ccc3ccccc3c2)C1 (centres undefined) | 31 | 2 | 24 | 1 | 10 | 2
36 | CCC(C)c1ccccc1NC(=O)C(C)Sc1n[nH]c(N)n1 (centres undefined) | -6 | -20 | -28 | -4 | 0 | 5
39 | CCn1c(SCC(=O)NC2CCS(=O)(=O)C2)nnc1-c1ccccc1 (centres undefined) | 1 | 10 | -4 | 3 | -21 | 3

cpd | C8 TRAIL sens | HIF-2a inh | LMP1 NFkB inh | iPSC survival up | NR2E3 ag-2
11 | -5 | 6 | -3 | -0.7 | -4
18 | -14 | -21 | 6 | -0.6 | -32
30 | -18 | 3 | -1 | 1.9 | 9
34 | -3 | 11 | -7 | -0.1 | 7
36 | 1 | -1 | 5 | -0.3 | -40
39 | -1 | 10 | -4 | -1.0 | -9

Source: PubChem (several laboratories)
